# From PubChem
# ASAP1 inh: blocks human ASAP1-stimulated Arf1 GTP hydrolysis; Q9ULH1; GDP FP detection; inhibition, % at 16.5 µM; hit rate 0.19% among 360,000; in the data active = inhibition above about 25%;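 also: 0% = vehicle with enzyme and substrate and 100% = no enzyme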
# DDE Tn6 FP inh: DD(E)-Tn6 binding inhibition, primary FP screen; Fibrin DD(E) TRITC-Tn6 fluorescence polarization displacement; inhibition, % at 8.3 µM; hit rate 0.21% among 370,000; AID 720509;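 active = inhibition above a per-campaign cutoff: mean of compounds within control limits plus 3 SD, cut at about 15% in these data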;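 also: 0% = median of all compound wells on the plate and 100% = blocking peptide control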
# ARFGAP1 inhibitor: inhibits rat ARF GTPase activating protein 1; Q62848; Arfgap1-stimulated ARF1 GTP hydrolysis, GDP FP detection; inhibition, % at 16.5 µM; hit rate 0.26% among 360,000;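 active = inhibition above a per-plate limit, mean inhibition of low control wells plus 3 SD, cut at about 25% in these data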;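 also: 0% = DMSO wells with enzyme and 100% = wells lacking Arfgap1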
#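 Assay system: purified rat His6-Arfgap1 residues 1-136 (GAP domain); Reagent: human Δ17 ARF1 bound to GTP; Dosing: 16.5 µM single point, 1.26% DMSO; Times: GTP hydrolysis reaction 2 h at 25 °C; Signal: FP, GDP Alexa 633 tracer displaced from anti-GDP antibody, 620/688 nm; Measure: % inhibition from polarization.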
# rCAG RNA binder: r(CAG) repeat RNA binding | inhibition, % at 3 µM | TO-PRO-1 dye displacement fluorescence | AID 651821 | hit rate 1.3% among 370,000;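 active = inhibition above the plate cutoff, the mean of all test compounds on that plate plus 3 SD, cut at about 35% in these data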;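 also: 0% = DMSO alone and 100% = 100 µM mitoxantrone as full dye displacement; higher means more dye released from RNA so lower well fluorescence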
# GC-A act: GC-A (human) enzyme activation | P16066 | HEK293 GC-A cells, cGMP TR-FRET, EC30 ANP; 0% at EC30 ANP, 100% saturating ANP | activation, % at 10 µM | hit rate 0.14% among 370,000; in the data active = activation above about 40%
# Target sequence (P16066 whole entry, looked up): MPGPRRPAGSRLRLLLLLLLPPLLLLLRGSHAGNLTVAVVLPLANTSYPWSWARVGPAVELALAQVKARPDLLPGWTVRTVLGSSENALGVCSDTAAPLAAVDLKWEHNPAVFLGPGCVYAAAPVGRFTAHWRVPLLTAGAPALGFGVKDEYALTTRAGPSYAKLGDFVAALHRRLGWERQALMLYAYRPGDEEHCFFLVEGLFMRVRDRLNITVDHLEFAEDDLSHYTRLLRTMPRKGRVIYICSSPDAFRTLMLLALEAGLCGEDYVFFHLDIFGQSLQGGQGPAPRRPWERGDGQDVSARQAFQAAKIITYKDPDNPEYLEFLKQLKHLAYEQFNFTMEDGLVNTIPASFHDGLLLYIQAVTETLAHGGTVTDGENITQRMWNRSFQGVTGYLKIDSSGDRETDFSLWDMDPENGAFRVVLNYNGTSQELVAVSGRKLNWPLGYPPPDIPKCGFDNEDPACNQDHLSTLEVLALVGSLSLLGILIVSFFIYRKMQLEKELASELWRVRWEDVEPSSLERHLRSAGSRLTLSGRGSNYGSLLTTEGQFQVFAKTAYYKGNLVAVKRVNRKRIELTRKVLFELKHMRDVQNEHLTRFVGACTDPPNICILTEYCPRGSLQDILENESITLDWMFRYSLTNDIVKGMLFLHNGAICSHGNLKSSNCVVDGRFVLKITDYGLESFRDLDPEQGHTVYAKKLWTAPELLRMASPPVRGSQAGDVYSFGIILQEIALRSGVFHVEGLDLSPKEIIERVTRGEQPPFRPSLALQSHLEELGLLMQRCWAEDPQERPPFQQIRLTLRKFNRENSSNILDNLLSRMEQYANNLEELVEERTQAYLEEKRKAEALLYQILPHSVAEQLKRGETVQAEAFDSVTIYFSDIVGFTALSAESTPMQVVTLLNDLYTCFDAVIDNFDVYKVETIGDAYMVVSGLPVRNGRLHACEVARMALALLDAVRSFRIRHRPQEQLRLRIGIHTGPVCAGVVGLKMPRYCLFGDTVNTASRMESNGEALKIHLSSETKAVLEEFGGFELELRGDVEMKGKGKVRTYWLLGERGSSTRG
# GAA850 FXN act: frataxin GAA850 promoter activation; hit rate 0.56% among 360,000; activation, % at 6 µM; HEK293 lucGAA850 FXN promoter luciferase reporter, 24 h; percent of 10 µM SAHA response;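 active = activation above the average of all compounds screened plus 3 SD, cutoff fixed separately per campaign, cut at about 7.5% in these data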;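 also: 0% = DMSO wells and 100% = 10 µM SAHA wells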
# ADAM10 inh: inhibitors of human ADAM10; O14672; recombinant ADAM10, EDANS/DABCYL FRET peptide cleavage, 3 h; inhibition, % at 7 µM; hit rate 0.62% among 370,000; AID 720582;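 active = inhibition above a per-campaign cutoff equal to the mean of compounds falling between control-based bounds plus 3 SD, cut at about 20% in these data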;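 also: 0% = DMSO wells while the 100% control is not disclosed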
# GC-B act: GC-B (human) receptor activation | P20594 | HEK293-GC-B cells, CNP EC30, cGMP TR-FRET; 0% at EC30 CNP, 100% saturating CNP | activation, % at 10 µM | hit rate 0.11% among 370,000;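 active = activation at 10 µM reaching about 35% in either raw or pattern-adjusted values, limit read from the data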
# proKLK7 act: proKLK7 (human) activation, primary screen | P49862 | purified proKLK7, EDANS-DABCYL substrate fluorescence; 100% is mature enzyme control, 0% vehicle | activation, % at 7 µM | hit rate 0.9% among 370,000;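 active = activation above the mean of all tested compounds plus 3 SD, computed per campaign excluding outliers beyond control limits, cut at about 13% in these data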
# sPLA2-III inh: Inhibits HGIII-sPLA2 liposome hydrolysis, primary screen; inhibition, % at 12.2 µM; QFRET BODIPY PC-A2 liposome hydrolysis, fluorescence; Q9NZ20; AID 743126; hit rate 0.56% among 370,000;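 active = inhibition above mean plus 3 SD of compounds lying within the high and low control bounds, cut at about 19% in these data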;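 also: 0% = median of test compound wells and 100% = no enzyme DMSO wells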
# An asterisk follows results filed as active; i = inactive; / = no result given.
SMILES,ASAP1 inh,DDE Tn6 FP inh,ARFGAP1 inhibitor,rCAG RNA binder,GC-A act,GAA850 FXN act,ADAM10 inh,GC-B act,proKLK7 act,sPLA2-III inh
Cn1c(O)c(C=NCCN2CCN(C(=O)Nc3ccccc3)CC2)c(=O)n(C)c1=O,-10,-1,-11,-3,0,0.1,5,1,-0.5,4
O=C(Nc1ccc(Cl)cc1C(=O)c1ccccc1Cl)c1ccco1,4,-4,2,3,2,-2.2,7,-2,-0.5,6
CCOCN(C(=O)CCl)c1c(C)cccc1CC,-17,4,-9,-1,0,-4.0,-1,-3,0.3,3
Cc1cc(C=O)c(C)n1C1CCCCC1,-25,3,2,-6,3,0.7,-2,-1,0.4,-2
COc1ccc(O)c(C(C)(C)C)c1,10,-2,0,-1,6,0.8,-6,-8,0.1,1
Cn1cc(CCC(=O)N2CCC3(CC2)OCCO3)c2ccccc21,5,3,7,-6,0,4.3,-8,1,0.5,8
COC(=O)N(c1ccc(OC)cc1)P1(=S)OCCC(C)O1 (configuration not stated),-18,-2,1,0,13,0.2,-9,8,0.3,14
CN1/C(=C\C=C2C(=O)NC(=O)NC2=O)C(C)(C)c2ccccc21,1,5,3,-61,-1,1.2,16,0,0.3,-21
CC(C)(Cl)[N+](=O)[O-],-10,0,-12,0,5,1.9,-6,6,-0.6,2
O=C1C2CC=CCC2C(=O)N1SC(Cl)(Cl)Cl (configuration not stated),0,5,-12,5,30,/,5,22,-0.1,4
COCC(=O)N1Cc2ccccc2-n2nncc2C1,15,-3,4,2,-1,0.4,-3,3,-0.3,4
COc1ccc(-n2c(O)c(C(C)=NCc3ccc4c(c3)OCO4)c(=O)[nH]c2=O)cc1,0,-3,5,-1,-10,1.7,-3,-5,0.6,12
CC(C)CNP(=S)(c1ccccc1)C(C)(C)C (configuration not stated),-10,-2,-7,-7,-5,-0.8,-4,-5,-0.6,8
O=C1NC(=O)N(c2ccc3c(c2)OCO3)C(=O)/C1=C/c1ccsc1,7,-2,-13,3,/,0.1,-11,/,0.0,6
O=Cc1cn(Cc2cccc([N+](=O)[O-])c2)c2ccccc12,9,4,-3,1,-19,-16,8,-13,0.1,-5
c1ccc(C(OCCN2CCNCC2)c2ccccc2)cc1,4,13,-6,2,-32,1.5,4,-20,0.4,2
Cc1c(C=O)c2ccccc2n1Cc1cccc(F)c1,2,1,-7,2,11,0.3,1,5,-0.1,6
CCCOc1ccccc1OCC(=O)N1CCN(CC(=O)N2CCOCC2)CC1,-4,7,-9,2,2,1.5,11,0,0.1,-2
CCCN(CCC)C1CCc2cccc(O)c2C1 (configuration not stated),-3,-2,4,3,2,0.6,0,10,-0.1,0
COc1cccc(-c2ccc3c(c2)C2c4cnnn4-c4ccccc4C(=O)N2CC3)c1 (configuration not stated),6,8,-8,4,-8,/,-6,2,0.3,0
CCN(CC)C(=O)c1ccc(NC(=O)c2c(C)noc2C)cc1,-13,5,5,1,0,-1.4,0,1,0.6,-1
CCOC(=O)CC1=C(C(=O)OCC)C2(C(=O)Nc3ccccc32)C(C#N)=C(N)O1 (configuration not stated),5,1,-5,-7,1,-0.1,-1,1,0.5,-7
COC(C)(C)CCCC(C)C/C=C/C(C)=C/C(=O)OC(C)C (configuration not stated),2,-5,-5,1,-2,0.3,-6,-6,-1.0,-5
Cc1ccc(-n2c(O)c(C=NCCN3CCNCC3)c(=O)[nH]c2=S)cc1,5,-4,4,13,2,-0.9,5,6,0.3,15
COCCCn1c(N)c(C(=O)OCCOC)c2nc3ccccc3nc21,14,-1,7,2,-1,1.8,i,1,84*,14
CCOP(=O)(OCC)C(NC(=O)c1ccc(Cl)cc1)=C(Cl)Cl,-2,-6,-3,-3,3,-0.4,5,8,0.1,12
CCCCNC(=O)Nc1ccc(C(O)(C(=O)OCC)C(F)(F)F)cc1 (configuration not stated),-7,-3,0,-5,3,-1.3,1,0,0.8,2
CC(NC(=O)N1CC1(C)C)c1ccccc1 (configuration not stated),-19,4,-1,2,4,-0.9,-7,-4,0.1,2
CC(O)CNc1ccc([N+](=O)[O-])c2cccnc12 (configuration not stated),13,-4,-8,-2,9,0.3,3,-5,0.3,17
COc1cc2c(cc1OC)-c1c(OC)c(OC)cc3c1[C@H](C2)[N+](C)(C)CC3,8,1,8,0,1,1.3,-3,6,1.3,2

# 5 records picked at random from those above, as already listed:
SMILES,ASAP1 inh,DDE Tn6 FP inh,ARFGAP1 inhibitor,rCAG RNA binder,GC-A act,GAA850 FXN act,ADAM10 inh,GC-B act,proKLK7 act,sPLA2-III inh
CN1/C(=C\C=C2C(=O)NC(=O)NC2=O)C(C)(C)c2ccccc21,1,5,3,-61,-1,1.2,16,0,0.3,-21
COCCCn1c(N)c(C(=O)OCCOC)c2nc3ccccc3nc21,14,-1,7,2,-1,1.8,i,1,84*,14
CC(NC(=O)N1CC1(C)C)c1ccccc1 (configuration not stated),-19,4,-1,2,4,-0.9,-7,-4,0.1,2
COCC(=O)N1Cc2ccccc2-n2nncc2C1,15,-3,4,2,-1,0.4,-3,3,-0.3,4
c1ccc(C(OCCN2CCNCC2)c2ccccc2)cc1,4,13,-6,2,-32,1.5,4,-20,0.4,2

# (next part)
SMILES,ASAP1 inh,DDE Tn6 FP inh,ARFGAP1 inhibitor,rCAG RNA binder,GC-A act,GAA850 FXN act,ADAM10 inh,GC-B act,proKLK7 act,sPLA2-III inh
COc1cc2c(cc1OC)C(c1c(O)n(CCc3ccccc3)c(=S)[nH]c1=O)NCC2 (configuration not stated),-8,-4,-1,19,4,/,-267,2,95*,-3
O=C1N(c2cccc(Cl)c2)C(c2cccnc2)N2CCCN12 (configuration not stated),4,3,-4,-2,-2,-0.3,-3,11,-0.1,0
O=C(CN1CCOCC1)c1ccc(Br)cc1,2,2,9,1,4,0.4,1,3,-0.8,-4
Cc1ccccc1-n1c(-c2ccc([N+](=O)[O-])cc2)nc2ccccc2c1=O,20,9,-3,3,-6,0.8,3,-4,-0.1,-2
CCCCN1C(=O)NC(=O)C2(Cc3c(nc4ccccn4c3=O)N3CCc4ccccc4C32)C1=O (configuration not stated),1,2,-3,-5,-2,0.0,-8,-3,-1.6,-3
CC(C)c1ccc(N2C(=O)NC(=O)/C(=C\c3cnc(-c4ccccc4)nc3)C2=O)cc1,11,-3,-7,31,2,2.6,2,-7,0.4,-11
COC(=O)C1=C(c2ccc(F)cc2F)C[C@@H]2CC[C@H]1N2C(=O)NCCOc1ccccc1,3,5,-4,-8,-1,-2.2,7,2,0.5,1
COC(=O)C(O)(c1ccc(N(C)C(=O)c2ccc(Cl)c(Cl)c2)cc1)C(F)(F)F (configuration not stated),-6,5,-1,-5,2,2.2,4,3,0.3,-13
CCCCN1C(=O)C(C2c3ccccc3C(=O)N2Cc2ccccc2)C(=O)NC1=S (configuration not stated),-2,-8,-7,30,5,-2.4,6,1,0.2,-7
O=C1c2ccccc2-n2nncc2C2c3cc(Br)ccc3CCN12 (configuration not stated),-5,0,-8,3,-3,/,-2,-3,-0.1,0
CC1SC2(CN3CCC2CC3)NC1=O (configuration not stated),-3,1,-17,-2,1,2.5,-3,-2,0.5,3
COC(=O)COc1cc(C)cc2oc(=O)c3c(c12)CCCC3,-12,-2,9,-1,4,-1.6,-146,2,15*,0
COc1ccc(OC)c(NP(=O)(Oc2ccccc2)Oc2ccccc2)c1,-13,0,16,-5,-31,0.2,32*,-13,0.4,-17
CCN1C(=O)N(CC)C(=O)C2(Cc3ccccc3N3CCN(c4ccccc4)CC32)C1=O (configuration not stated),6,4,6,10,-7,1.6,-2,-5,-0.1,-6
CCCC(C)n1[nH]c(=O)c2c1NC(=O)CSC2c1ccc(OC)cc1 (configuration not stated),-7,1,-3,4,-6,-1.0,9,-5,-0.8,6
CC12CCC(O)CC1CCC1C2CCC2(C)C(C(=O)CO)CCC12 (configuration not stated),10,2,-1,-6,4,1.8,-3,6,0.2,-13
COC(=O)C(O)(c1ccc(NC(=O)NC2CCCCC2)cc1)C(F)(F)F (configuration not stated),-11,-5,5,-4,3,7.4,11,3,0.0,-8
Cc1c(N=Nc2c(O)n(C)c(=O)n(C)c2=O)c(=O)n(-c2ccccc2)n1C,1,1,4,-4,4,2.0,8,-3,-0.3,19*
Cc1cc(C=C2C(=O)N(C)C(=O)N(C)C2=O)c(C)n1-c1ccccc1,6,-2,3,3,-3,2.5,1,-2,-0.5,1
Cc1ccc(CCN2CC(C(=O)N3CCC4(CC3)OCCO4)CC2=O)cc1 (configuration not stated),2,2,-2,0,6,0.1,1,-5,0.0,3
CCN1CCN(Cc2ccc(OC(F)(F)F)cc2)CC1,-3,2,-1,2,4,3.2,1,4,0.9,-1
COC(=O)CC1=C(C(=O)OC)C2(C(=O)Nc3c(C)cccc32)C(C#N)=C(N)O1 (configuration not stated),3,0,0,-1,6,-1.6,-4,4,-1.0,0
CC(C)c1ccc(NC(=O)N2C[C@H]3C[C@@H](C2)c2cccc(=O)n2C3)cc1,1,0,1,-1,-2,1.6,-8,3,-0.2,0
COCCNC(=O)c1c(N)n(Cc2ccco2)c2nc3ccccc3nc12,-3,-7,6,9,13,0.4,i,5,27*,-13
CN1CC2([N+](=O)[O-])CC=C(Cl)C([N+](=O)[O-])(C1)C2 (configuration not stated),2,8,-3,-2,-1,0.6,-5,4,0.1,7
COc1ccccc1-n1c(/C=C/c2ccc(O)cc2)nc2ccccc2c1=O,1,-2,9,5,-7,0.7,-12,0,-0.8,-1
COC(=O)C1=C(c2cccc(C#N)c2)C[C@@H]2CC[C@H]1N2C(=O)NCc1cc(C)oc1C(F)(F)F,-3,-1,1,-8,-1,-0.9,6,-2,0.9,8
CS(=O)(=O)c1ccc(C2=C(CNC(=O)c3ccncc3)[C@H]3CC[C@@H](C2)N3CCOc2ccccc2)cc1,-4,6,3,0,0,0.3,11,0,-0.2,-7
COC(=O)C1=C(c2cccc(OCc3ccccc3)c2)C[C@@H]2CC[C@H]1N2C(=O)NCCOc1ccccc1,24,5,0,1,1,-3.3,9,-4,-0.1,-14
Cc1nnc2ccc(N3CCN(C)CC3)nn12,2,-1,-4,0,5,1.7,-16,4,-0.2,6
c1ccc2[nH]c(CCN3CCCCC3)nc2c1,7,-9,3,3,7,2.3,-11,3,0.1,1
O=C(Cc1ccc(Cl)cc1)NCCN1CCN(C(=O)Cc2ccc(Cl)cc2)CC1,1,7,4,-8,0,-1.1,-13,-5,0.8,-5
CC(=O)Nc1ccccc1OP1(=O)COc2ccccc2OC1,-2,-10,10,3,3,-2.6,7,2,0.1,0
O=[N+]([O-])c1c(Cl)c(Cl)c(Cl)c(Cl)c1Cl,1,1,-10,2,-4,0.4,-6,3,0.5,5
CN(C)C(=O)Oc1ccc2c(c1)O/C(=C\c1ccc(Cl)cc1)C2=O,18,-7,-11,4,-3,5.5,-3,0,-0.9,-2
O=c1[nH]c(O)c(C=Nc2ccccc2Sc2ccccc2)c(=O)[nH]1,2,1,-1,1,-12,0.7,4,-16,-0.4,0
CC(=O)N1CC(=O)Nc2ccc(Br)cc2C1c1ccc(F)cc1 (configuration not stated),-2,-1,8,5,-9,2.1,0,-6,-0.6,2

# Not all compounds are listed; rates above refer to the full screens.
